TRb SRC2 PPI = inhibitors of human thyroid hormone receptor beta-SRC2 interaction | P10828 | TRbeta-SRC2 peptide binding, fluorescence polarization; receptor liganded with 1 µM T3 | Potency, µM (series often up to 106 µM), inactives show at the highest dose activity change, negative = inhibition, usual class: inhibitors | 280,000 compounds, 0.065% hits | AID 1469;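 further: plate controls were bound peptide for no effect and peptide without receptor for full effect; nearly all actives have a fitted effect of over 50% in size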
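Decrease in fluorescence polarization of 20 nM Texas Red SRC2 coactivator peptide flagged inhibition of its binding to 0.6 uM TRb LBD; 1 uM T3 included, incubation 5 hr, ex 555/em 632 nm.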
ALDH1A1 block = ALDH1A1 (human) enzyme inhibition; 220,000 compounds, 7.3% hits; Purified ALDH1A1, NADH fluorescence, propionaldehyde substrate; AID 1030; Potency, µM (highest dose often 75.3 µM), inactives show top-dose activity, negative = inhibition, actives largely listed as inhibitors; P00352; active means well fitted inhibition curve with a large enough effect, not every such curve was filed as active; inconclusive means small, poorly fitted or top-dose-only effect, or another doubt; inactive means no such curve, though single readings can be large or run the other way;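 further: plate controls were no enzyme wells and a reference inhibitor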
GLA spleen mod = inhibitors or activators of human alpha-galactosidase in spleen homogenate | P06280 | human spleen homogenate, 4MU-alpha-Gal fluorescence, 40 min | Potency, µM (top dose mostly 80 µM), for inactives: at the highest dose activity change, negative = inhibition, hits mostly inhibitors | 240,000 compounds, 0.008% hits | AID 2107;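 further: 0% = enzyme with vehicle and -100% = no enzyme basal signal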
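Spleen homogenate 1 ug + cpd (titration) + 4-MU-alpha-D-galactopyranoside 1 mM; 37C 40 min; 50 mM citrate/phosphate pH 5.0, 0.01% Tween-20; stop pH 10; fluorescence 365/440; AC50 via Hill.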
TR SRC2 fluor cs = alters Texas Red total fluorescence, flagging assay interference | TRb/SRC2 Texas Red total fluorescence interference | Potency, µM (titrated, usually from 106 µM), for the others: at the top dose fluorescence change, negative = quenching | 280,000 compounds, 0.29% hits | AID 1479; active means well fitted curve in either direction with a large enough effect; inconclusive means small, poorly fitted or top-dose-only effect
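Human TRβ ligand-binding domain (0.6 uM) and Texas Red SRC2 peptide (20 nM) in Tris buffer with 1 uM T3 and 5% DMSO were incubated with pinned compound for 5 hr at ambient temperature. Total fluorescence was computed as S + 2P (555/632 nm).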
L3MBTL1 inh = L3MBTL1 (human) inhibition. AlphaScreen L3MBTL1–H3K9me1 peptide binding. Q9Y468. Potency, µM (doses to about 57.1 µM), for inactives: top-dose activity, negative = inhibition, most hits filed as inhibitors. 230,000 compounds, 0.66% hits; further: nearly all actives have a fitted effect of over 60% in size
Target sequence (Q9Y468 whole entry, looked up): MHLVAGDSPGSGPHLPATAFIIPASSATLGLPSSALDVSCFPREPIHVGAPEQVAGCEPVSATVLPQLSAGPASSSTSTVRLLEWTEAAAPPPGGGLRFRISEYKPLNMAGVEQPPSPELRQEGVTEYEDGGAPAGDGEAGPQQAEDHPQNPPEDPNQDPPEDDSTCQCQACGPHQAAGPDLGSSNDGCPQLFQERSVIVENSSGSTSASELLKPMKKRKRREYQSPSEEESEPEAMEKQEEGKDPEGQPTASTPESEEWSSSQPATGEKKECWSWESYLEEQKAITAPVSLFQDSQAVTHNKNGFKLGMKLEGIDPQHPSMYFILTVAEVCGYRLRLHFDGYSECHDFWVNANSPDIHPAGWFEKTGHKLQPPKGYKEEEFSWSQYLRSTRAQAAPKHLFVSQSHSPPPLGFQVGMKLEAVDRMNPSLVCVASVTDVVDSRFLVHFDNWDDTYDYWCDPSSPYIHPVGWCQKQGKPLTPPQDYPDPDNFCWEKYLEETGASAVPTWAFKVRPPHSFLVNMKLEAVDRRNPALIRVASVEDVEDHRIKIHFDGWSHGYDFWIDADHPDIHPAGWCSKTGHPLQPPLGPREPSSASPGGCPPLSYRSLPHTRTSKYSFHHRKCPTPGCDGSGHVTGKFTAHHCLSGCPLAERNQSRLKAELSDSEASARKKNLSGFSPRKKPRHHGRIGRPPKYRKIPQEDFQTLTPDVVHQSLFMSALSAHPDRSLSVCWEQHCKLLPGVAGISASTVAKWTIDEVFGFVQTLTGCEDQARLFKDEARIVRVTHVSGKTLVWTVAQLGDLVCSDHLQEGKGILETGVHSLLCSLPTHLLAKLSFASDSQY
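AlphaScreen proximity signal between nickel-chelate acceptor and streptavidin donor beads (final 10 ug/mL) reports binding of 50 nM L3MBTL1 to 75 nM biotin-H3 K9me1 peptide; complex incubated with compounds 30 min at room temperature; cefsulodin titration as control.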
Tau fluor counter = counter-screen for tau fibril formation inhibitors. Potency, µM (top dose mostly 57.7 µM), for inactives: at the highest dose activity change, negative = decrease. 280,000 compounds, 0.93% hits. AID 1463. tau K18 P301L Alexa594 fluorescence, heparin fibrillization; further: nearly all actives have a fitted effect of over 55% in size
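Human K18 P301L tau (15 uM unlabeled plus 0.24 uM Alexa 594-labeled, final) in 100 mM sodium acetate pH 7 was mixed with compound and 20 uM heparin and incubated 6 hr at 37 C.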
Tau ThT inhib = tau fibrillization inhibition (ThT binding); P10636; recombinant tau K18 P301L (four-repeat tau fragment), heparin-induced fibrillization, ThT fluorescence; Potency, µM (titrated, usually from 57.4 µM), without a hit: at the top dose activity, negative = inhibition, most hits filed as inhibitors; 270,000 compounds, 2.1% hits; further: nearly all actives have a fitted effect of over 55% in size
Target sequence (P10636 561-689 P618L limits assumed): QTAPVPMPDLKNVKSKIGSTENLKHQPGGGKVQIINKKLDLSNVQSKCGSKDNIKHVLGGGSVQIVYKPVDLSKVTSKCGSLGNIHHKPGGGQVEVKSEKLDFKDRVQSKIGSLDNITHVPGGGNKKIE
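Heparin-induced (20 uM) aggregation of recombinant human K18 P301L tau, 15 uM unlabeled with 0.24 uM labeled, pH 7 acetate buffer, 6 hr at 37 C with compound. Fibrils quantified by 30 uM ThT fluorescence after 1 hr ambient incubation.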
Tau fibril FP = inhibitors of human tau fibril formation. P10636. K18 P301L tau heparin fibrillization, Alexa594 FP, 6 h. Potency, µM (highest dose often 57.7 µM), for the others: at the top dose activity, negative = inhibition, usual class: inhibitors. 280,000 compounds, 0.39% hits. AID 1468; further: nearly all actives have a fitted effect of over 55% in size
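Steps: dispense K18 P301L tau (15 uM plus 0.24 uM Alexa 594 tracer, final) in pH 7 sodium acetate; add compound; add heparin (20 uM final); incubate 6 hr, 37 C; add ThT (30 uM final); after 1 hr ambient, read FP.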
An asterisk follows results filed as active; ? = inconclusive; . = no result given; & = joins results of further samples; [ ] = dose if it differs, or a comment. Unless noted, the call rests on the fitted dose curve; in most records, active means well fitted curve in the direction sought with a large enough effect; inconclusive means small, poorly fitted or top-dose-only effect, or another doubt; inactive means no such curve, though single readings can be large; an effect the other way counts as inactive or inconclusive. Unless noted, on the % scale 0 is the no-effect control and ±100 the full control effect; potency means the concentration at half of the fitted maximal effect.

The line under a structure holds: TRb SRC2 PPI	ALDH1A1 block	GLA spleen mod	TR SRC2 fluor cs	L3MBTL1 inh	Tau fluor counter	Tau ThT inhib	Tau fibril FP
- OC[C@H]1O[C@@H](O[C@@H]2[C@@H](CO)O[C@](O)(CO)[C@H]2O)[C@H](O)[C@@H](O)[C@H]1O
→ -1%	8%	0%	-2%	.	0%	-5%	0%
- O=C(Nc1ccccc1)NC1(C(=O)N2CCN(C(=O)c3ccco3)CC2)CCCCC1
→ 3%	-7%	-2%	0%	6%	4%	4%	3%
- Cc1cccc(Cn2nc(C(C)(C)C)cc2C(=O)Nc2ccc(F)cc2)c1
→ 2%	.	4%	-1%	.	-26%	.	-12%
- Cc1ccc(NC(=O)C2CCCN(c3nnc(-n4c(C)ccc4C)s3)C2)cc1Cl (stereo not given)
→ -5%	.	.	-2%	.	-27%	-15%	?
- O=C(Nc1ccccc1)N(Cc1cccs1)C1CCCC1
→ -3%	?	8%	-1%	.	0%	-7%	-7%
- COc1cccc(NC(=O)C(C#N)Cc2ccncc2)c1 (stereo not given)
→ 9%	4%	-6%	2%	10%	8%	8%	2%
- NNC(=O)CSc1ncc(-c2ccccc2)[nH]1
→ -1%	0%	0%	-5%	.	-8%	-12%	7%
- O=C(O)c1cc2cccc(S(=O)(=O)N3CCOCC3)c2cc1O
→ 0%	?	1%	-1%	6%	1%	-12%	0%
- CN(C)c1ccc(C(C#N)c2ccccc2)nn1 (stereo not given)
→ 2%	10µM*	2%	-3%	.	0%	-4%	9%
- COc1ccc(CCNC(=O)CSc2nc3[nH]ncc3c(=O)n2-c2ccc(Cl)cc2Cl)cc1OC
→ 2%	6%	-1%	0%	.	-11%	-2%	4%
- O=c1[nH]c(=O)n(Cc2ccco2)c2c1C(C(F)(F)F)(C(F)(F)F)N=C(CCC1CCCCC1)N2
→ -10%	?	-6%	-1%	-3%	-10%	-13%	-3%
- CC(=O)c1ccc(NC(=O)CSC(C)C)cc1
→ -10%	7%	0%	-2%	1%	2%	1%	6%
- CCOc1ccc(S(=O)(=O)Nc2cc3c(C(=O)OCc4ccccc4)c(C)oc3c3ccccc23)cc1
→ 10%	.	.	-1%	.	-27%	3%	-11%
- Nc1cc(N)nc(SCCOc2ccccc2)n1
→ 4%	-12%	-10%	-2%	0%	-16%	-7%	-11%
- Cc1ccc(N2CCN(C3=NC(=O)/C(=C\c4cn[nH]c4-c4ccccc4)S3)CC2)cc1
→ -3%	0%	2%	2%	6%	-24%	?	-9%

An excerpt from above in order of SMILES length, rising.
The line under a structure holds: TRb SRC2 PPI	ALDH1A1 block	GLA spleen mod	TR SRC2 fluor cs	L3MBTL1 inh	Tau fluor counter	Tau ThT inhib	Tau fibril FP
- O=C(Nc1ccccc1)N(Cc1cccs1)C1CCCC1
→ -3%	?	8%	-1%	.	0%	-7%	-7%
- O=c1[nH]c(=O)n(Cc2ccco2)c2c1C(C(F)(F)F)(C(F)(F)F)N=C(CCC1CCCCC1)N2
→ -10%	?	-6%	-1%	-3%	-10%	-13%	-3%
- OC[C@H]1O[C@@H](O[C@@H]2[C@@H](CO)O[C@](O)(CO)[C@H]2O)[C@H](O)[C@@H](O)[C@H]1O
→ -1%	8%	0%	-2%	.	0%	-5%	0%

Later entries
The line under a structure holds: TRb SRC2 PPI	ALDH1A1 block	GLA spleen mod	TR SRC2 fluor cs	L3MBTL1 inh	Tau fluor counter	Tau ThT inhib	Tau fibril FP
- COc1ccc(NC(=O)CSc2cn(CC(=O)N3CCCCC3)c3ccccc23)c(OC)c1
→ -9%	.	.	-1%	.	-12%	-12%	-1%
- COC(=O)c1ccccc1-c1ccc(/C=N/Nc2nc(N3CCCC3)nc(N3CCCC3)n2)o1
→ 1%	.	-1%	-3%	8%	?	?	19%
- CC(C)OC(=O)c1c(N)n(CCCN2CCOCC2)c2nc3ccccc3nc12
→ -3%	?	?	-7%	.	-12%	-8%	-7%
- Cc1cc(C)c2c(c1)/C(=C/C(=O)c1ccc(Br)s1)C(=O)N2
→ -2%	-12%	5%	-3%	.	20µM*[quencher]	28µM*	-13%
- Cc1nnc(SCC(=O)NNC(=O)C(C)C)[nH]c1=O
→ 0%	7%	0%	-19%	11%	-5%	-12%	-13%
- COc1ccc(Nc2c3c(nc4ccccc24)CCCC3)cc1OC
→ 5%	2%	0%	-2%	.	-10%	-15%	-3%
- Cc1ccc(Cl)cc1N1CCN(C(=O)Cc2c(C(=O)O)[nH]c3ccc(Cl)cc23)CC1
→ 5%	-2%	-3%	-5%	?	-9%	?	5%
- CC(C)(C)c1nnc(NC(=O)Nc2ccc(Cl)cc2)s1
→ -4%	.	-10%	0%	-3%	-19%	2%	-13%
- Fc1ccc(-c2noc(C3CCN(Cc4cccnc4)CC3)n2)cc1
→ -6%	6%	-22%	-7%	.	-1%	-2%	0%
- C#CCNC(=O)c1ccc(OCc2ccccc2)cc1Cl
→ 4%	-1%	9%	-1%	-4%	-8%	-16%	-4%
- COc1ccc(OC)c(CNC(=O)c2ccc(Sc3ccc(C)cc3)c(N)c2)c1
→ 2%	.	.	-2%	.	?	1%	5%
- CC1(/[N+]([O-])=C/c2ccc(F)cc2)CCCCC1=O (stereo not given)
→ -11%	.	-7%	-1%	1%	-4%	2%	-5%
- COC(=O)c1cnn2c(C)c(Cc3cccc(F)c3)c(C)nc12
→ 1%	?	-2%	1%	31%[activator]	3%	8%	3%
- Cc1ccc2nc(NC(=O)CS(=O)(=O)Cc3ccccc3)sc2c1
→ 1%	.	5%	-1%	.	3%	3%	-7%
- COc1ccccc1N(Cc1cc2cccc(C)c2[nH]c1=O)C(=O)C(C)C
→ -1%	-9%	1%	-2%	1%	-5%	-6%	?
- CCCNCc1cc(Cl)c(OCC)c(Cl)c1
→ -13%	5%	1%	0%	-8%	3%	-1%	-2%
- Cc1cc(C(=O)CSc2nnc(-c3cccnc3)n2-c2ccccc2)c(C)n1CC1CCCO1 (stereo not given)
→ -3%	6%	7%	0%	.	-8%	-17%	-2%
- O=c1[nH][nH]c(C(F)(F)F)c1C=Nc1ccccc1Cl
→ 0%	-5%	-2%	-5%	7%	6%	9%	5%
- CCC(=O)N1CCN(c2ccccc2NC(=O)c2cccc(C)c2)CC1
→ 5%	-7%	-3%	-1%	8%	-1%	1%	5%
- N=c1n(CCCOc2ccc(F)cc2)c2ccccc2n1CC(N)=O
→ -4%	.	6%	0%	.	5%	.	-5%
- CC1CCC(NC(=O)C2(C)CCC(=O)N2Cc2cccnc2)CC1 (stereo not given)
→ 7%	8%	1%	1%	0%	-4%	-7%	-1%
- CCC(C)NC(=O)C1CC(c2ccc(OC)cc2)=NO1 (stereo not given)
→ -12%	2%	-3%	-2%	7%	2%	1%	0%
- CCOc1ccc(OCC)c(NC(=O)CC2Oc3ccccc3NC2=O)c1 (stereo not given)
→ -13%	10%	0%	-2%	.	-21%	-17%	5%
- COCCNC(=O)c1ccccc1NS(=O)(=O)c1ccc(C)c([N+](=O)[O-])c1
→ 5%	-2%	5%	1%	12%	8%	5%	0%
- CC1=CC2CC1C1C(=O)N(c3ccc(S(=O)(=O)Nc4nc(C)cc(C)n4)cc3)C(=O)C21 (stereo not given)
→ 18%	?	-12%	1%	-7%	4%	3%	4%
- COc1ccc(N2C(=O)CSC23C(=O)N(CC(N)=O)c2ccccc23)cc1 (stereo not given)
→ -1%	.	.	1%	.	-6%	1%	-5%
- C/C(Nc1ccccc1C(F)(F)F)=C1/CCOC1=O
→ 8%	?	-1%	-3%	.	2%	-2%	-4%
- Cc1ccc(NC(=O)NN2CCOCC2)cc1
→ 3%	12%	1%	-5%	1%	-6%	1%	-7%
- Cc1cccc(Nc2nc(C)nc(N)c2S(=O)(=O)c2ccccc2)c1
→ 2%	.	.	-4%	.	-15%	-3%	?
- Cc1cccc(Oc2sc(C(=O)c3ccccc3)c(N)c2C#N)c1
→ 2%	?	-4%	-2%	0%	-17%	-15%	8%
- COc1ccc(S(=O)(=O)Nc2ccc(F)c(Cl)c2)cc1OC
→ 3%	?	1%	0%	1%	-10%	-5%	-1%
- CCCN=C(Nc1ccc(Cl)cc1)c1cccnc1
→ 1%	12%	-4%	2%	1%	-5%	-6%	-4%
- Cc1ccc(C(CC(=O)NCc2ccco2)c2ccc(OC(C)C)cc2)cc1 (stereo not given)
→ 1%	.	-9%	-2%	.	-14%	?	-1%
- COc1nc(N)nc(N2CCOCC2)n1
→ 8%	2%	4%	1%	2%	1%	1%	3%
- Fc1ccccc1COc1ccc(/C=N/n2cnnc2)cc1
→ -15%	-7%	5%	1%	-2%	-6%	-2%	-4%
- CCCCOc1ccc(Cl)cc1CSc1nnc(CC)n1N
→ 4%	16%	-3%	0%	12%	-1%	-3%	-2%
- O=C(NC(=O)c1ccncc1)NC(c1ccccc1)c1ccccc1
→ 4%	?	-6%	-3%	-2%	-9%	-11%	-1%
- COc1ccc(C2=C(C(C)=O)Sc3nnc(-c4ccccc4)n3N2C(C)=O)cc1
→ 2%	.	.	-1%	.	-27%	?	-7%
- CCN(CC)C(=O)C(=O)N/N=C/c1ccc(C(=O)OC)cc1
→ 0%	4%	4%	-1%	10%	1%	-7%	2%
- O=c1c2[nH]c3ccccc3c2ncn1Cc1ccccn1
→ -1%	?	5%	1%	5%	-8%	-14%	-5%
- Cc1nc(N)sc1N=Nc1ccc(F)cc1
→ -3%	-4%	2%	0%	.	?	8.9µM*	11%
- O=C(N(c1ccccc1)c1ccccc1)n1ccnc1
→ -3%	-2%	3%	-1%	-1%	2%	-3%	0%
- COc1cc(NC(=O)c2cccc(Br)c2)nc(OC)n1
→ -1%	?	0%	-1%	5%	-21%	-21%	-5%
- COc1cccc2cc(C(=O)N3CCN(C(=O)c4ccco4)CC3)c(=O)oc12
→ 0%	-12%	2%	1%	3%	0%	-1%	1%
- CC(=O)OCC(=O)[C@H]1CC[C@H]2[C@@H]3CCC4=CC(=O)CC[C@]4(C)[C@H]3CC[C@]12C
→ 9%&5%	?	11%&-9%	-3%&-3%	6%	-15%&-5%	?	10%&8%
- Cc1cccc(OCCCCc2c(C)n[nH]c2C)c1
→ -3%	7%	4%	2%	2%	-3%	-12%	6%
- CC1CC(=S)Nc2ccccc2N1Cc1ccccc1 (stereo not given)
→ 5%	-7%	6%	-1%	-24%	-14%	-13%	5%
